Screening results as filed in PubChem BioAssay.
IL-2 act: activators of IL-2 | IL-2 activation reporter assay, cell-based qHTS; stimulated with anti-CD3/CD4/CD28 beads; in transgenic mouse T cells | activation, % (series mostly up to about 46 µM) | 360,000 tested, 0.065% active | AID 652025; in the data active = activation above about 50%; inconclusive = mostly about 30% to 49%; also: 0% is about no effect
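Screening format: compound pinned onto unstimulated transgenic mouse T cells, 60 min incubation, then anti-CD3/anti-CD4/anti-CD28 bead stimulation for 18 hours at 37 degrees C, followed by EGFP and DsRed detection.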
GLP1R cytotox: cytotoxic in the GLP-1 receptor inverse agonist counter-screen; HEK293 cAMP-luciferase reporter cells, luminescence, 24 h; Potency, µM (doses to about 38.3 µM), inactives show at the top dose activity change, negative = inhibition, usual class: inhibitors; 410,000 tested, 0.13% active; AID 624418;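 also: loss of luciferase light is scored as toxicity; potency is read from the fitted curve at half-maximal effect; % is scaled to controls: 0 for no effect and ±100 for the full control effect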
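Seeding density was 200 cells/uL; after overnight-length (12 h) culture, 23 nL compounds went on for 24 h at 37 °C. Readout used a luciferase detection reagent, luminescence taken after 12 min at room temperature.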
PI5P4K alpha inh: inhibitors of human PI5P4K alpha; 330,000 tested, 1.2% active; AID 652105; PI5P4Kalpha enzyme, ADP-Glo luminescence, 60 min; hits give low values; P48426; max response, %; active = max response of -50% or lower; inconclusive = between -30% and -50%; inactive = -30% or higher; also: value at the top dose of about 77 µM; % is scaled to controls: 0 for no effect and ±100 for the full control effect
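qHTS, 1536-well: enzyme/substrate mix, compound by pin tool, 5 microM ATP final; RT 60 min; ADP-Glo reagents 1 (45 min) then 2 (30 min); luminescence.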
GLP1R inv ag: GLP-1 receptor (human) inverse agonism. HEK293 GLP-1R CRE-luciferase, luminescence, 24 h; GLP-1R form is constitutively active. AID 624417. 410,000 tested, 1.6% active. Potency, µM (doses to about 38.3 µM), inactives show top-dose activity change, negative = inhibition, hits mostly inhibitors. P43220; also: potency is read from the fitted curve at half-maximal effect; % is scaled to controls: 0 for no effect and ±100 for the full control effect; nearly all actives have a fitted effect of over 55% in size
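HEK293 cells stably co-expressing a cAMP-responsive luciferase reporter and constitutively active GLP-1R were seeded, incubated 12 h, then exposed to compounds for 24 h at 37 C. Luminescence was read 12 min after detection reagent; inverse agonists lower signal.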
WRN inhibitor: WRN helicase (human) inhibition; Q14191; WRN helicase unwinding, fluorescent forked duplex, kinetic; Potency, µM (top dose mostly 114 µM), for inactives: at the highest dose activity change, negative = inhibition, hits mostly inhibitors; 360,000 tested, 0.46% active; AID 651768; also: potency is read from the fitted curve at half-maximal effect; % is scaled to controls: 0 for no effect and ±100 for the full control effect; nearly all actives have a fitted effect of over 55% in size
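Kinetic fluorescence helicase assay: unwinding of a quenched forked DNA duplex (100 nM final) with 2 mM ATP final raises red fluorescence (525/598 nm). Compounds sat 15 min at room temperature with 20 nM WRN beforehand.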
DRD3 agonist: activates the human D3 dopamine receptor | P35462 | 410,000 tested, 0.58% active | max activation, % | AID 652048 | D3R DiscoveRx beta-arrestin cells, luminescence, 90 min; in the data active = max activation above about 30%; also: 0% is about no effect; mostly tested at two doses, the higher about 12 µM
Target sequence (P35462 whole entry, looked up): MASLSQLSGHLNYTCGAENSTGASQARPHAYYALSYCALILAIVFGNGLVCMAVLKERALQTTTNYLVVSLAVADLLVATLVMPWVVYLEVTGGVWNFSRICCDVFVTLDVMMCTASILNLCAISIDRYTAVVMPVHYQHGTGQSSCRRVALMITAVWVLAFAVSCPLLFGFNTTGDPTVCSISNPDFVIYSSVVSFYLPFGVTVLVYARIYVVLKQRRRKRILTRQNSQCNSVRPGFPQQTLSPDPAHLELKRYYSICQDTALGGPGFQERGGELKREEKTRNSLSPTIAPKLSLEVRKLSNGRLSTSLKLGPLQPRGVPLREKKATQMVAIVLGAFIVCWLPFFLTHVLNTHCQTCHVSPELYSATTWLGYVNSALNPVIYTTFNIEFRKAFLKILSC
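Agonist mode: compounds and dopamine controls were applied to plated cells for 90 min at 37 degrees C after an overnight attachment at 1500 cells/well. Luminescent read-out followed 30 - 60 minutes at room temperature with DiscoveRx detection reagent.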
DRD3 antagonist: blocks the human D3 dopamine receptor | max response, negative = inhibition, % | D3R cells, DiscoveRx beta-arrestin luminescence, antagonist mode; hits give low values | AID 652054 | 360,000 tested, 2.5% active; in the data active = max response below about -50%; inconclusive = no clear call, values can overlap the other calls; also: % is scaled to controls: 0 for no effect and ±100 for the full control effect; mostly tested at two doses, the higher about 12 µM
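Cells plated overnight at 1500 cells/well, then exposed to library compounds with dopamine controls for 90 minutes at 37 degrees C. DiscoveRx reagent added for 30–60 minutes at room temperature; luminescence read, quantitative HTS format.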
PLK1 PBD inh: PLK1 (human) polo-box domain binding inhibition | P53350 | 360,000 tested, 2.8% active | Potency, µM, inactives show max response, negative = inhibition, hits mostly inhibitors | Plk1 PBD binding of FITC phosphopeptide, fluorescence polarization; also: potency is read from the fitted curve at half-maximal effect; series mostly up to about 57 µM; % is scaled to controls: 0 for no effect and ±100 for the full control effect; nearly all actives have a fitted effect of over 65% in size
Target sequence (P53350 whole entry, looked up, the tested form may be a part): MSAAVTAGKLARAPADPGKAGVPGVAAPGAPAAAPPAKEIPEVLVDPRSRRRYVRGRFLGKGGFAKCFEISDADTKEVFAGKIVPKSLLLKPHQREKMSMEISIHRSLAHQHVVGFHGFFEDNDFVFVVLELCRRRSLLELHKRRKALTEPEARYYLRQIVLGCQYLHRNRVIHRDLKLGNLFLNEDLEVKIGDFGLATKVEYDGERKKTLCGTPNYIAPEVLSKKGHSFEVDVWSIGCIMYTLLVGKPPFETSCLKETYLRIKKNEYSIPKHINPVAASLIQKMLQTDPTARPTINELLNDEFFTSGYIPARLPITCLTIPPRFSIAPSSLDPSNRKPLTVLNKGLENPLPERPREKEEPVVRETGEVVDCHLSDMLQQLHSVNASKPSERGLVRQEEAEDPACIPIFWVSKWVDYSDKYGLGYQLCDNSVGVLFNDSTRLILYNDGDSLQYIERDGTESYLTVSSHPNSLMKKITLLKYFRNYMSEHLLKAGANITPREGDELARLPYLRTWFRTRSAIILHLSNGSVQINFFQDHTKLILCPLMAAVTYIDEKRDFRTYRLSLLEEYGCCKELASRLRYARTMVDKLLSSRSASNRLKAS
GLP1R ag: agonists of human GLP-1 receptor. P43220. HEK293 GLP-1R CRE-luciferase, luminescence, 4-6 h; cells express a hypersensitive GLP-1R form. Potency, µM (titrated, usually from 45.6 µM), for the others: at the highest dose activation, hits mostly activators. 380,000 tested, 0.007% active. AID 624172; also: potency is read from the fitted curve at half-maximal effect; % of control where 0% means no effect
* hit, by the source's call; ? = inconclusive; nt = not tested or not shown; [ ] = remark or other dose. Unless noted, calls follow the shape of the dose curve; as a rule, active = well fitted curve in the direction sought with a large enough effect; inconclusive = small, poorly fitted or top-dose-only effect, or another doubt; inactive = no such curve, though single readings can be large; an effect the other way counts as inactive or inconclusive. Outcome played no part in choosing rows. Share with any hit: about 7.8%.

The line under a structure holds: IL-2 act, GLP1R cytotox, PI5P4K alpha inh, GLP1R inv ag, WRN inhibitor, DRD3 agonist, DRD3 antagonist, PLK1 PBD inh, GLP1R ag
CCC(C)C1C(C#N)=C(N)Oc2n[nH]c(C)c21 (stereo not given)
    -2.0, -1%, -15, -31%, 4%, 1, -17, 2%, 10%
O=C(Nc1ccc(-c2cn3ccsc3n2)cc1)C1CCCC1
    1.3, -8%, -6, -1%, -6%[57.1 µM], 0, -7, -8%, -8%
COCCNC(=S)N/N=C/c1ccc(OCc2ccc(C(=O)OC)cc2)c(OC)c1
    -3.7, -24%, 9, -5%, -16%, -6, 2, -6%, -3%
COc1cccc(C(=O)C2CCCN(Cc3cccc(-n4nc(C)cc4C)c3)C2)c1 (stereo not given)
    ?, -21%, -2, ?, -2%, 3, -9, -11%, 8%
Cc1cccc(-c2cnc(C(O)Cc3ccccc3)[nH]2)c1 (stereo not given)
    1.8, -12%, -10, -15%, 2%, -16, -15, -2%, -2%
O=C1c2ccccc2[C@@H]2C[C@@H](O)[C@H](Nc3ccccc3)CCN12
    0.4, -2%, -2, 4%, 2%, -19, -13, -15%, 6%
COc1cc(C(=O)c2cc3c(cc2C)OCO3)cc(OC)c1OC
    -0.5, -27%, -3, -56%, 3%, -3, 10, -2%, ?
Cc1onc(-c2ccccc2)c1C(=O)N1CCN(c2ccc([N+](=O)[O-])cc2)CC1
    -1.8, 3%, -3, 8%, -31%, -3, -12, -6%, 2%
CCOc1ccc(NC(=O)CN2C(=O)NC(CCSC)C2=O)cc1 (stereo not given)
    1.3, 9%, 10, -14%, -15%, -13, -2, -16%, 1%
O=C(Nc1cccc(-c2ccc(F)cc2)c1)C1CCCN(C(=O)c2cscn2)C1 (stereo not given)
    1.7, -9%, -4, ?, 2%, 2, -3, -7%, 9%
CCOC(=O)c1sc(N(Cc2ccccc2)C(=O)CCl)nc1C
    -1.7, -20%, -3, 26%, -10%, 12, -7, -22%, ?
OC(COc1ccc(OCC(O)CN2CCCCC2)cc1)CN1CCCCC1 (stereo not given)
    -0.2, ?, 4, ?, -2%, -4, -1, -27%, -3%
CCOC(=O)c1c(C)nc2sc3c(=O)n(-c4ccc(C(C)=O)cc4)cnc3c2c1-c1ccc(OC)cc1
    -0.3, -4%, -1, 3%, 1%, 5, 4, 1%, 14%
Cc1onc(-c2ccccc2)c1C(=O)NNC(=S)NC(=O)c1ccc(F)cc1
    -0.8, -10%, -27, -11%, -27%, 7, 15, -15%, -2%
O=C(N/N=C/c1ccco1)c1ccccn1
    -2.2, -2%, nt, -6%, -5%, -2, -24, -4%, -2%
CCc1ccc(C(CC(=O)c2ccc(Cl)cc2)C(=O)O)cc1 (stereo not given)
    -1.7, -16%, 13, -26%, -4%, 4, 3, -13%, -2%
C=C1C(=O)C=C2CN(C(=O)c3ccccc3)[C@@](Cc3ccc(F)cc3)(C(=O)OC)[C@@H]12
    -0.5, ?, -77*, ?, -8%, -31, -99*, 17µM*, -13%
CCOc1ccc(N2C(=O)CC(n3nc(C)cc3C)C2=O)cc1 (stereo not given)
    1.5, -2%, -3, 16%, 0%, -11, -8, -7%, 15%
COC(=O)c1ccc(N2CCN(CC(=O)c3ccc(-c4ccccc4)cc3)CC2)c([N+](=O)[O-])c1
    0.2, 4%, -15, 12%, -4%, -3, 0, -27%, 2%
CCOC(=O)c1cnc2c(OC)cccc2c1N1CCN(c2ccccn2)CC1
    -1.0, 20%[7.66 µM], -5, -6%[7.66 µM], 3%, 1, 3, -4%, 4%
COc1ccc(/C=N/NC(=O)CN2CCCc3ccccc32)c(OC)c1
    0.4, -17%, 3, -13%, -15%, -3, 0, -10%, 11%
C/C(=C\C(=O)c1ccc(C)o1)Nc1ccc(C(=O)O)cc1C
    0.3, -10%, 2, 1%, 1%, 2, -25, 2%, 3%
COc1ccc(C2CC(C(F)(F)F)n3nc(C(=O)NCc4c(C)nn(C)c4C)c(Cl)c3N2)cc1 (stereo not given)
    -1.5, -28%, nt, -9%, -8%, 1, 14, -8%, -3%
CC(=O)NC(c1cccc(F)c1)c1nc(-c2ccc(N(C)C)cc2)cs1 (stereo not given)
    1.6, -4%, 0, -8%, -3%, -3, 0, -9%, -9%
Cc1ccc(CC(=O)OC(C)C(=O)NC2CCCCC2C)cc1C (stereo not given)
    -1.1, 7%, -5, ?, 5%, -5, ?, -14%, -5%
CCOc1ccc(/C(O)=C2\C(=O)C(=O)N(CCN(C)C)C2c2cc(OC)ccc2OC)cc1Cl (stereo not given)
    4.9, -3%, 2, -3%, -11%, -2, 25, 5%, 1%
C[C@H]1CN[C@@H](CCO)/C1=C\c1ccccc1
    -0.5, 0%, 1, 13%, -17%, -22, ?, 5%, -7%
CC1CCCN(Cc2nc3c(c(=O)n(C)c(=O)n3C)n2CC(N)=O)C1 (stereo not given)
    3.1, -19%, nt, 5%, 4%, -3, 7, 0%, -14%
CC(C)CCC1CC(CSC(=N)N)OC1=O (stereo not given)
    2.8, -4%, -2, ?, -6%, 1, -4, -14%, 3%
O=C(NCCN1C(=O)S/C(=C\c2ccc(Cl)cc2Cl)C1=O)C1=COCCO1
    -5.8, -21%, 0, ?, -5%, -18, -3, -23%, 8%
O=C1C2C3c4ccccc4C(c4ccccc43)[C@@H]2C(=O)N1c1ccccn1 (stereo not given in full)
    0.5, -3%, 4, -2%, -4%, 7, 15, 0%, -3%
C=CCSc1nnc(-c2ccncc2)n1-c1ccc(OCC)cc1
    -1.0, 28%, nt, 3%, -3%, -13, -24, -7%, -1%
COc1cccc(N2CCN(c3ccc4nnc(CCC(=O)N5CCN(C)CC5)n4n3)CC2)c1
    -0.7, 1%, -1, 7%, -5%, 0, 14, -2%, -5%
CCN(C[C@H]1N[C@@](Cc2ccccc2)(C(=O)OC)[C@H]2C(=O)N(C)C(=O)[C@@H]12)C(=O)Nc1ccccc1
    0.7, 0%, -5, 0%, 10%, -14, -8, -16%, 3%
Cc1ccc(C(=O)OCC(=O)Nc2ccccc2C(F)(F)F)cc1S(=O)(=O)N1CCOCC1
    5.9, 22%, -1, 4%, 0%, 1, 4, -9%, 2%
O=C(N/N=C/c1cccc(F)c1)c1c(O)c2ccccc2[nH]c1=O
    -0.2, 5%, 0, 7%, 2%, 15, 24, -9%, 0%
O=C(Nc1cccc(O)c1)c1ccc(Br)cc1
    2.9, 9%, nt, 27%, -9%, -20, 16, -14%, -5%
COc1ccccc1NC(=O)c1ccc(S(=O)(=O)NCc2ccco2)cc1
    -0.3, 0%, 6, 14%, -3%[57.1 µM], 2, -1, -5%, 19%
O=C(N/N=C/c1ccc(Br)o1)c1cc([N+](=O)[O-])cc([N+](=O)[O-])c1
    1.3, -10%, -29, 7%, -6%[11.6 µM], 0, ?, -13%, -9%
Cc1ccc(CSCCNC(=O)CN(c2cc(C)ccc2C)S(C)(=O)=O)cc1
    -2.7, -9%, -1, ?, -1%, -4, 16, -11%, 8%
CC(C)NCC(O)COC1C2CC3CC(C2)CC1C3 (stereo not given)
    0.2, -4%, 0, 0%, 5%, 5, 9, 2%, -1%
CN(C(=O)COC(=O)COc1ccc(Cl)cc1Cl)c1c(N)n(Cc2ccccc2)c(=O)[nH]c1=O
    -2.8, 7%, -3, 7%, 19%, -11, -22, -2%, 3%
Nc1nc(SCCOc2ccccc2)n[nH]1
    -1.6, 4%, -1, 16%, -13%, -1, -15, -4%, 2%
COc1cccc(CN2CCC2(C)C(=O)Nc2cnc3ccccc3c2)c1F (stereo not given)
    -0.6, -22%, 6, ?, -9%, 15, 62, -7%, -7%
COCOc1cccc(CN2CCC(C)(Oc3ccc(SC)cc3)C2)c1 (stereo not given)
    -0.2, 17%, 10, ?, -9%, -16, ?, 0%, 1%

Complete entries, looked up by structure:
Cc1ccc(C(=O)OCC(=O)Nc2ccccc2C(F)(F)F)cc1S(=O)(=O)N1CCOCC1 is entered as IL-2 act = 5.9; GLP1R cytotox = 22%; PI5P4K alpha inh = -1; GLP1R inv ag = 4%; WRN inhibitor = 0%; DRD3 agonist = 1; DRD3 antagonist = 4; PLK1 PBD inh = -9%; GLP1R ag = 2%
COCOc1cccc(CN2CCC(C)(Oc3ccc(SC)cc3)C2)c1 (stereo not given) is entered as IL-2 act = -0.2; GLP1R cytotox = 17%; PI5P4K alpha inh = 10; GLP1R inv ag = ?; WRN inhibitor = -9%; DRD3 agonist = -16; DRD3 antagonist = ?; PLK1 PBD inh = 0%; GLP1R ag = 1%

(next part)
The line under a structure holds: IL-2 act, GLP1R cytotox, PI5P4K alpha inh, GLP1R inv ag, WRN inhibitor, DRD3 agonist, DRD3 antagonist, PLK1 PBD inh, GLP1R ag
CCCC1CC(C)(C(=O)CSc2n[nH]c(-c3ccccc3)n2)OC1=O (stereo not given)
    -1.0, 20%, nt, 0%, -6%[57.1 µM], -8, -26, -13%, -1%
COC(=O)/C=C/c1ccc(-n2cncn2)cc1
    0.1, -11%, 1, 15%, 2%, -4, -2, -3%, 14%
CN(C(=O)c1ccno1)c1nnc(-c2cccnc2)s1
    0.5, -1%, -2, 3%, 4%, 2, -10, -7%, -2%
C/C=C/Cn1c(SCCCc2ccccc2)nc2c1c(=O)[nH]c(=O)n2C
    -1.9, 1%, -2, -2%, -10%, 10, 27, -18%, ?
OC(COc1ccc2ccccc2c1Br)Cn1cnc(-c2ccccc2)c1 (stereo not given)
    -0.1, -23%, 28, 10µM*, -1%, 13, 80, 2%, 5%
COC(=O)[C@H](Cc1ccccc1)NC(=O)Cn1cnc(C(=O)Nc2ccc(C)c(C)c2)n1
    1.3, 2%, -7, -1%, -3%, 14, -1, -4%, 1%
COc1ccc(-c2cn[nH]c2-c2ccc(OCC(=O)NN)cc2O)cc1
    -1.1, 0%, -1, ?, -2%, 0, -6, -1%, 2%
O=C(Oc1cc2oc(=O)cc(-c3ccccc3)c2cc1Cl)C1CCCCC1
    3.1, nt, -88*, ?, -23%, 2, 0, -4%, -24%
COc1ccc(OCc2nnc(SCC(=O)Nc3ccccc3Cl)o2)cc1
    3.6, 4%, -4, 6%, 4%, 7, 4, -13%, -3%
Cc1ccc2[nH]c(=O)c(CN(C)S(=O)(=O)c3cccc4nonc34)cc2c1
    -0.9, -3%, -5, 10%, 5%, 2, 3, -4%, -3%
